Screens deposited in PubChem by several laboratories.
MgcRacGAP inhibition: MgcRacGAP GTPase-activating activity inhibitors, confirmation, biochemical, ADP Hunter fluorescence; MgcRacGAP-stimulated Rac1 GTP hydrolysis, ADP Hunter fluorescence; higher % means a stronger effect; GST-tagged Rac1 F28L mutant substrate; inhibition, % at 30 µM, or IC50 in µM where a hit was titrated; hit rate 0.6% among 340,000;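 active = first-screen hits whose inhibition reached a set limit at any dose in the follow-up dose series; inconclusive = inhibition above the set first-screen limit but never retested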;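 note: fluorescence reports GDP produced by GAP-driven GTP hydrolysis; strong numbers were not always called active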
PhoP inhibition: inhibitors of PhoP regulon expression, primary screen, Salmonella Typhimurium, GFP reporter (AID 1863). S. Typhimurium PhoP-regulated promoter GFP reporter, 4 h; higher % means a stronger effect. inhibition, % at 50 µM, or IC50 in µM where a hit was titrated. hit rate 0.16% among 300,000;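 active = inhibition over 29.93%, a cutoff 3 SD above the screen mean, later confirmed by dose response; inconclusive = inhibition over 29.93% but no dose response follow-up; inactive = inhibition at most 29.93% or unconfirmed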;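 note: 0% = low Mg2+ inducing control and 100% = high Mg2+ repressing control; strong numbers were not always called active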
NTR1 ag: agonists of NTR1, primary screen, imaging, U2OS cells, beta-arrestin-GFP, high content (AID 493036); P30989; NTR1-U2OS beta-arrestin-GFP spot imaging, agonist mode; activation, % at 20 µM; hit rate 0.17% among 330,000;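 active = activation at or above 40% of the spot to cytoplasm intensity ratio, with at least 20 cells analyzed; inconclusive = wells under 20 cells, flagged as cytotoxic or low count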;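 note: 0% = DMSO without peptide and 100% = 100 nM NTR1 peptide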
Target sequence (P30989 whole entry, looked up): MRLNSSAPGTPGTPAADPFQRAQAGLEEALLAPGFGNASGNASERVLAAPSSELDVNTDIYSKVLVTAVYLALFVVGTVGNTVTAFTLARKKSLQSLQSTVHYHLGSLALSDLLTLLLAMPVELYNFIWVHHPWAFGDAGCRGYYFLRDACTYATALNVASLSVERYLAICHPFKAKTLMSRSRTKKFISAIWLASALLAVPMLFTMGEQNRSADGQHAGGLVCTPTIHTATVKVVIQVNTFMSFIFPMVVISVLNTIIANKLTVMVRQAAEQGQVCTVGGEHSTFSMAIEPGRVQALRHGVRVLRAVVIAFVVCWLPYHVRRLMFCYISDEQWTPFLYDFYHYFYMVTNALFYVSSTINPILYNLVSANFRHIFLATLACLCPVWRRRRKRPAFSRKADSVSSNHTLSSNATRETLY
LYP inhibition: inhibitors of LYP phosphatase, biochemical, fluorescence intensity, uHTS (AID 1779). recombinant LYP phosphatase, fluorescence intensity; higher % means a stronger effect. inhibition, % at 11.5 µM, or IC50 in µM where a hit was titrated. hit rate 0.054% among 290,000; in the data active = inhibition above about 50%;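 note: plate controls were vehicle with enzyme for no effect and no enzyme for full effect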
GPR35 arrestin U2OS: GPR35 antagonists blocking zaprinast-driven arrestin recruitment, primary screen, imaging, U2OS, beta-arrestin-GFP, zaprinast agonist (AID 2058). inhibition, % at 10 µM, or IC50 in µM where a hit was titrated. U2OS GPR35 beta-arrestin-GFP translocation imaging, zaprinast antagonism; higher % means a stronger effect. hit rate 0.052% among 290,000;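 active = inhibition of at least 50% with at least 30 cells and total cytoplasm GFP at most 10,000,000; inconclusive = under 30 cells or total GFP of 10,000,000 plus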
SIAH1 antagonists: Siah-1 peptide-binding antagonists, primary screen, biochemical, fluorescence polarization, rhodamine-plectin, uHTS (AID 1817). Siah-1 / rhodamine-plectin peptide fluorescence polarization; higher % means a stronger effect. displacement, % at 20 µM; hits with a dose series show IC50 in µM. hit rate 0.02% among 290,000;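 active = displacement of at least 50% at 20 µM, with a fluorescence ratio check between 0.3 and a set limit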;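 note: plate controls were Siah plus tracer with DMSO for no effect and tracer alone without Siah for full effect; strong numbers were not always called active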
GPR55 LPI antagonism: inhibition of LPI-stimulated GPR55 beta-arrestin translocation – imaging, U2OS, beta-arrestin-GFP, LPI agonist, primary screen (AID 2013). U2OS GPR55 beta-arrestin-GFP translocation imaging, LPI antagonism; higher % means a stronger effect. one-dose inhibition, % at 10 µM; IC50 in µM for titrated hits. hit rate 0.13% among 290,000;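 active = spots per cell inhibited over 60%, with over 100 cells counted and total cytoplasm intensity under 500,000; inconclusive = wells with under 100 cells, flagged as likely toxic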;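 note: U2OS cells stably carrying GPR55 and arrestin-GFP stimulated by 5 µM LPI near EC80; imaged beta-arrestin-GFP aggregate spots per cell after agonist stimulation; plate controls were LPI-stimulated DMSO wells for no effect and DMSO wells without LPI for full effect; some results filed as inactive read as strong as hits; confirmed hits need IC50 under 10 µM and bright autofluorescent wells are also inconclusive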
Myeloid diff 2: myeloid differentiation induction; ER-HoxA9 myeloid progenitors, lysozyme-GFP differentiation, flow cytometry; calls only at 10 µM; hit rate 1% among 360,000; AID 624256;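 active = normalized GFP-positive differentiation at or above the plate's own cutoff, the solvent-only control mean plus 3 SD; inconclusive = no clear call, values can overlap the other calls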;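 note: cells exposed to compound for four days before flow analysis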
HIV peptide binding: cell-free HIV fusion peptide-binding blockers – biochemical, uHTS, fluorescence dequenching, primary screen (AID 1986); cell-free peptide binding, fluorescence dequenching, 30 min; higher % means a stronger effect; inhibition, % at 20 µM, or IC50 in µM where a hit was titrated; hit rate 0.3% among 290,000; in the data active = inhibition mostly above about 52%, no sharp cut-off; inactive = mostly below about 76%; note: some results filed as inactive read as strong as hits
NTR1 ag cell count 20 µM: second read-out of NTR1 ag, no call of its own (marks repeat the call); cell count; measured here: cell count, cytotoxicity flag
Myeloid diff 2 GFP+ MAC1+ %: further read-out of Myeloid diff 2, marked with its call; GFP+ MAC1+ double positive, %; measured here: differentiation confirmed by MAC1 staining
* hit, by the source's call; i = inactive; ? = inconclusive; · = not tested or not shown; + = active, no number.

SMILES	MgcRacGAP inhibition	PhoP inhibition	NTR1 ag	NTR1 ag cell count 20 µM	LYP inhibition	GPR35 arrestin U2OS	SIAH1 antagonists	GPR55 LPI antagonism	Myeloid diff 2	Myeloid diff 2 GFP+ MAC1+ %	HIV peptide binding
Cc1ccc(C)c(S(=O)(=O)N2CCN(C(=O)c3cccn3C)CC2)c1	0%	4%	0.0	61	·	·	·	·	i	0.5	·
CCCC(=O)Nc1nnc(SCC(=O)NCc2cccs2)s1	6%	-7%	9.4	83	-12%	-8%	-1%	·	i	0.8	-0.4%
O=c1[nH]ncc(NCc2ccc(Cl)cc2)c1Cl	4%	7%	-0.4	46	-9%	2%	11%	10%	i	0.2	-0.4%
Cc1noc(C)c1S(=O)(=O)N(CC(=O)N1CCc2ccccc21)c1ccc(C(C)C)cc1	1%	-6%	-2.3	61	-2%	3%	-1%	-1%	i	4.2	1.0%
Cc1nn(Cc2ccc(F)cc2)c(C)c1NC(=O)c1noc2c1CCc1ccccc1-2	12%	2%	5.9	84	5%	10%	-1%	4%	i	1.5	-0.8%
Cc1ccc2c(CC(=O)OCc3nc(N)nc(Nc4ccccc4C)n3)coc2c1	5%	28%	6.3	81	-6%	7%	2%	14%	i	1.1	0.1%
O=C(COC(=O)c1ccc2c(c1Cl)C(=O)c1ccccc1C2=O)NC1CC1	5%	-20%	3.3	76	2%	-8%	-3%	-1%	i	0.1	5.5%
COC(=O)CSc1nnc2c(C)cc3cc4c(cc3n12)OCCO4	·	·	·	·	-7%	-6%	2%	8%	·	·	0.4%
CCn1c(=O)c(CCC(=O)NCCN2CCOCC2)c(C)c2c(C)nn(-c3cccc(C)c3)c21	10%	0%	3.2	66	-7%	25%	0%	-8%	i	2.7	-2.0%
COc1ccccc1N1CCN(Cc2cc(=O)c(OCC(=O)Nc3ccccc3)co2)CC1	-7%	-2%	-0.2	54	·	·	·	·	i	1.5	·

Some of these compounds in order of heavy-atom count, lowest first:
SMILES	MgcRacGAP inhibition	PhoP inhibition	NTR1 ag	NTR1 ag cell count 20 µM	LYP inhibition	GPR35 arrestin U2OS	SIAH1 antagonists	GPR55 LPI antagonism	Myeloid diff 2	Myeloid diff 2 GFP+ MAC1+ %	HIV peptide binding
O=C(COC(=O)c1ccc2c(c1Cl)C(=O)c1ccccc1C2=O)NC1CC1	5%	-20%	3.3	76	2%	-8%	-3%	-1%	i	0.1	5.5%
Cc1ccc2c(CC(=O)OCc3nc(N)nc(Nc4ccccc4C)n3)coc2c1	5%	28%	6.3	81	-6%	7%	2%	14%	i	1.1	0.1%
Cc1nn(Cc2ccc(F)cc2)c(C)c1NC(=O)c1noc2c1CCc1ccccc1-2	12%	2%	5.9	84	5%	10%	-1%	4%	i	1.5	-0.8%
CCn1c(=O)c(CCC(=O)NCCN2CCOCC2)c(C)c2c(C)nn(-c3cccc(C)c3)c21	10%	0%	3.2	66	-7%	25%	0%	-8%	i	2.7	-2.0%

Two entries from above, bar-delimited:
molecule | MgcRacGAP inhibition | PhoP inhibition | NTR1 ag | NTR1 ag cell count 20 µM | LYP inhibition | GPR35 arrestin U2OS | SIAH1 antagonists | GPR55 LPI antagonism | Myeloid diff 2 | Myeloid diff 2 GFP+ MAC1+ % | HIV peptide binding
O=c1[nH]ncc(NCc2ccc(Cl)cc2)c1Cl | 4% | 7% | -0.4 | 46 | -9% | 2% | 11% | 10% | i | 0.2 | -0.4%
CCn1c(=O)c(CCC(=O)NCCN2CCOCC2)c(C)c2c(C)nn(-c3cccc(C)c3)c21 | 10% | 0% | 3.2 | 66 | -7% | 25% | 0% | -8% | i | 2.7 | -2.0%

(further entries)
SMILES	MgcRacGAP inhibition	PhoP inhibition	NTR1 ag	NTR1 ag cell count 20 µM	LYP inhibition	GPR35 arrestin U2OS	SIAH1 antagonists	GPR55 LPI antagonism	Myeloid diff 2	Myeloid diff 2 GFP+ MAC1+ %	HIV peptide binding
Cc1cc(Nc2ccccc2)nn1C(=O)c1ccc(Cl)cc1	8%	-4%	0.1	69	-5%	17%	-6%	20%	i	0.5	-1.2%
COc1ccccc1NC(=O)Cn1cnc2sc(C)c(S(=O)(=O)N3CCCCC3)c2c1=O	2%	9%	1.4	83	-5%	-5%	3%	8%	i	0.3	0.0%
CC(C)c1cc(=O)n2[nH]c(N)nc2n1	6%	4%	-0.8	41	-5%	-8%	2%	-4%	i	0.2	1.4%
CCc1nc(C)ccc1OCC(=O)N1CCc2c([nH]c3ccccc23)C1c1ccccn1 (centres undefined)	0%	-1%	1.0	42	-2%	11%	-1%	4%	i	0.4	-1.5%
CSc1ccc(CN2CCN(C(C)C)C(CCO)C2)cc1 (centres undefined)	11%	7%	-0.6	104	-1%	-12%	-4%	2%	i	0.2	2.0%
CCCc1cc(=O)[nH]c(SCC(=O)N(C)Cc2ccccc2)n1	9%	11%	0.3	59	-5%	7%	5%	-4%	i	0.3	-2.0%
CN1CCN(CCCC(=O)c2ccc(C3CCCC3)cc2)CC1	6%	-8%	1.0	79	-6%	18%	-2%	13%	i	0.0	1.5%
O=C(NCc1ccccc1F)c1cccs1	6%	-5%	-1.4	82	2%	-5%	-2%	-12%	i	1.5	1.1%
COc1ccc(CNC(=O)C(C)N(Cc2ccco2)C(=O)c2snc(C(N)=O)c2N)cc1 (centres undefined)	-8%	-6%	5.3	50	-4%	-4%	-2%	11%	i	3.1	-3.3%
CCCC(=O)NCC(c1cccs1)S(=O)(=O)c1ccc(Cl)cc1 (centres undefined)	-34%	2%	-1.0	58	-12%	15%	-6%	-15%	+	19*	0.2%
COc1cccc(COC(=O)c2nn(-c3ccccc3)nc2N)c1	11%	-6%	-0.2	92	-11%	-12%	-2%	-7%	i	1.0	-0.6%
O=[N+]([O-])c1ccc(N=NNc2ccccc2)cc1	11%	4%	1.0	78	3%	10%	-1%	14%	i	0.1	-4.6%
N#Cc1ccccc1CSc1nc(O)cc(=O)[nH]1	5%	-5%	-2.2	65	0%	-9%	1%	42%	i	0.5	3.8%
Nc1cc2c(cc1[N+](=O)[O-])OCO2	12%	-2%	-0.7	74	-5%	-6%	21%	-12%	i	0.2	-1.3%
Cc1ccccc1Cn1cnc2c(cnn2C(C)(C)C)c1=O	14%	1%	-0.6	34	3%	-3%	-1%	-14%	i	0.9	1.9%
C/C(=N/NC(=O)CN1CCN(Cc2ccccc2Cl)CC1)c1ccco1	7%	-4%	-0.1	54	-4%	5%	-1%	-13%	i	0.7	0.6%
CCN(CC)CCCNC(=O)CN1N=C(c2ccc(OC)cc2)CCC1=O	-7%	-1%	-0.6	57	-1%	-8%	-1%	2%	i	0.8	-1.1%
COc1ccc(CCNC(=O)c2c(Cl)ccc(Cl)c2OC)cc1OC	-2%	10%	1.0	69	-9%	3%	10%	6%	i	0.9	0.0%
CC(=O)Nc1ccc(NC(=O)c2sc3nc4c(c(-c5ccc(C)cc5)c3c2N)CCC4)cc1	13%	2%	2.6	49	4%	14%	-4%	-3%	i	1.4	0.7%
CCCc1cc(N2CCC(C(N)=O)CC2)nc(-c2ccccc2)n1	12%	-6%	-0.2	68	-7%	16%	-2%	-13%	i	0.2	-0.1%
Cc1cc(C(=O)NNc2ccc(C)c(C)c2)no1	3%	-9%	3.8	45	1%	12%	3%	17%	i	0.2	1.9%
O=C(Nc1nc(-c2cccs2)cs1)c1ccco1	6%	-4%	-0.8	40	4%	-25%	-1%	14%	i	0.3	2.1%
COc1cccc(C(=O)NC(C)c2ccc(-c3ccccc3)cc2)c1OC (centres undefined)	3%	7%	0.7	36	-1%	9%	-4%	2%	i	0.7	-1.2%
NNC(=O)c1nnn(-c2nonc2N)c1-c1cccs1	5%	-5%	0.3	92	-3%	15%	4%	-5%	i	1.8	1.6%
CC(c1ccccc1)n1c(-c2ccncc2)n[nH]c1=S (centres undefined)	0%	-5%	-0.6	39	-6%	1%	7%	0%	i	1.4	2.2%
NCCSc1c(-c2ccccc2)[nH]c2ccccc12	1%	2%	3.5	62	1%	-1%	-4%	-1%	i	1.2	0.8%
O=C(NCCCCCCNC(=O)c1cccs1)c1cccs1	5%	·	0.3	80	-6%	7%	7%	17%	i	0.1	1.3%
O=C(CN1C(=O)c2ccccc2C1=O)Nc1cccc2cccnc12	-1%	0%	-2.1	70	-3%	22%	4%	-11%	i	2.7	-1.0%
COc1cccc(C(=O)Oc2c(CN3CCOCC3)cc(Cl)c3cccnc23)c1	6%	43%	14	75	-2%	-3%	-2%	2%	?	·	-2.3%
Cc1nn(C)c(-c2n[nH]c(=S)n2-c2ccccc2)c1Cl	2%	10%	1.6	48	-1%	16%	14%	-3%	i	0.5	0.9%
Cc1ccc(C(=O)Nc2ccc(C(=O)N/N=C/c3ccncc3)cc2)cc1	·	3%	-0.6	94	4%	18%	32%	18%	·	·	49%
Cc1cccc(S(=O)(=O)CC(=O)Nc2nc(-c3ccccc3)cs2)c1	4%	14%	2.5	49	-8%	-4%	-1%	9%	i	0.7	-1.4%
O=C(/C=C/c1ccc(OCCCF)cc1)NCc1ccc(Cl)cc1	7%	12%	-1.4	24	-3%	8%	34%	12%	i	1.1	8.5%
Fc1ccccc1-n1[nH]nnc1=S	-3%	8%	-1.1	95	-3%	-11%	-1%	-17%	i	1.4	-0.6%
CN(Cc1ccccc1)c1nc2c(c(=O)[nH]c(=O)n2C)n1CCOc1ccccc1	13%	16%	2.6	48	-1%	2%	0%	-15%	i	1.4	0.3%
Clc1ccc(-c2cn3nc4c(nc3n2)CCCC4)cc1	0%	-75%	-1.9	54	-6%	-8%	6%	19%	i	0.7	19%

Whole records from above. Order of values: MgcRacGAP inhibition, PhoP inhibition, NTR1 ag, NTR1 ag cell count 20 µM, LYP inhibition, GPR35 arrestin U2OS, SIAH1 antagonists, GPR55 LPI antagonism, Myeloid diff 2, Myeloid diff 2 GFP+ MAC1+ %, HIV peptide binding
`N#Cc1ccccc1CSc1nc(O)cc(=O)[nH]1` is entered as 5%, -5%, -2.2, 65, 0%, -9%, 1%, 42%, i, 0.5, 3.8%
`Cc1ccc(C)c(S(=O)(=O)N2CCN(C(=O)c3cccn3C)CC2)c1` is entered as 0%, 4%, 0.0, 61, ·, ·, ·, ·, i, 0.5, ·
